HRas wt GTP: changes GTP binding to wildtype human HRas; GTP binding activity, % at 10 µM; 190,000 tested, 0.14% active; AID 759; GST-Ras wt beads, Bodipy-FL-GTP binding, flow cytometry; actives lie on both sides;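 active = GTP binding activity at least 20% away from the 100% baseline, either lowered as inhibitor or raised as activator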;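 also: 0% = unlabeled GTP competition control and 100% = no-compound control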
Target sequence (P01112 whole entry, looked up): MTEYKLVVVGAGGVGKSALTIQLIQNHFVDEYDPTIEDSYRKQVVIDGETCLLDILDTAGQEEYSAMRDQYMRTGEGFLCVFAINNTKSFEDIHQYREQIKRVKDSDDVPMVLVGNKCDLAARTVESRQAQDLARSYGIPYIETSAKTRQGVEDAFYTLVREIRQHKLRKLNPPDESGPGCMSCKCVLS
Cdc42 wt GTP: changes GTP binding to wildtype human Cdc42; P60953; GST-Cdc42 beads, Bodipy-GTP binding, flow cytometry; actives lie on both sides; percent activity (GTP binding), % at 10 µM; 190,000 tested, 0.2% active;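 active = percent activity GTP binding at least 20 points away from the 100% baseline, either down as inhibitor or up as activator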;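 also: median bead fluorescence of bound Bodipy-FL-GTP at 100 nM; 0% = excess unlabeled GTP control and 100% = no compound control; below 100% means less GTP binding so inhibitor and above means activator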
Target sequence (P60953 whole entry, looked up): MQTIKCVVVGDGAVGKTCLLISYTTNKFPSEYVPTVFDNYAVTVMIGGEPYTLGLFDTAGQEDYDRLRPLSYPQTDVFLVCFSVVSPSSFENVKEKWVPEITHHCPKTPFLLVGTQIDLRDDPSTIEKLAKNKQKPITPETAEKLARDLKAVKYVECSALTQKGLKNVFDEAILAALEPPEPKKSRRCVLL
Bfl-1 Bim block: human Bim-Bfl-1 interaction inhibition. Q16548. Bead-based flow cytometry, Bim-Bfl-1 binding inhibition. inhibition, % at 10 µM. 190,000 tested, 0.12% active. AID 1008;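 also: 0% = wells without compound plus tracer and 100% = blocker peptide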
Rab7 wt modul: dog Rab7 wildtype GTP binding, inhibitors and activators | GST-Rab7 beads, fluorescent GTP binding, flow cytometry; actives lie on both sides; untreated = 100%, excess cold GTP = 0% | 190,000 tested, 0.055% active | AID 758 | GTP binding activity (percent of control), % at 10 µM;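 active = fluorescent GTP binding to Rab7 beads changed by at least 20 points from the 100% baseline, either direction, mostly lower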;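 also: median green fluorescence of bound Bodipy-FL-GTP per Rab7 bead population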
Bcl-B Bim block: disrupts Bim peptide binding to human Bcl-B; Q9HD36; bead-based flow cytometry; inhibition, % at 10 µM; 190,000 tested, 0.073% active; AID 951;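 also: 0% = tracer peptide without compound and 100% = reference inhibitor peptide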
Bcl-2 Bim block: inhibitors of Bim-Bcl-2 interaction, human | P10415 | Bead-based flow cytometry, Bim peptide-Bcl-2 binding | inhibition, % at 10 µM | 190,000 tested, 0.06% active | AID 950; in the data active = inhibition above about 40%;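 also: 0% = no compound wells with probe peptide and 100% = reference peptide inhibitor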
Rab2A wt mod: changes GTP binding to wildtype dog Rab2A, up or down | P61105 | GST-Rab2 wt beads, Bodipy-GTP binding, flow cytometry | GTP binding activity, % at 10 µM | 190,000 tested, 0.19% active | AID 760;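 active = GTP binding activity at least 20 points away from 100%, either lowered or raised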;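 also: 0% = beads with excess unlabeled GTP and 100% = no-compound control corrected for plate trend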
Bim-Bcl-W: disrupts Bim peptide binding to human Bcl-W | bead-based flow cytometry | 190,000 tested, 0.02% active | inhibition, % at 10 µM | Q92843;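 also: 0% = bound tracer without compound and 100% = peptide blocker; higher means less fluorescent Bim peptide bound to Bcl-W beads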
Target sequence (Q92843 whole entry, looked up): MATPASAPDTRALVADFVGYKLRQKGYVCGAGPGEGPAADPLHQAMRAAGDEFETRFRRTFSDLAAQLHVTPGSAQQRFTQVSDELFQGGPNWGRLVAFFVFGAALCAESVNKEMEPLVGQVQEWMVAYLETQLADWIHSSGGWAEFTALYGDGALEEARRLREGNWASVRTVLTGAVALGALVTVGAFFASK
Rac1 wt modul: modulators of human Rac1 wildtype GTP binding; P63000; GST-Rac1 beads, fluorescent GTP binding, flow cytometry; actives lie on both sides; 0 = cold GTP competed, 100 = untreated; GTP binding activity (% of control), % at 10 µM; 190,000 tested, 0.27% active;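 active = GTP binding activity at least 20 points away from the 100% control level, either lower or higher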
Rac1 act GTP bind: human Rac1 activated mutant GTP binding change; GST-Rac1 activated beads, fluorescent GTP binding, flow cytometry; actives lie on both sides; 100% means binding = to untreated wells; percent activity (GTP binding), % at 10 µM; 190,000 tested, 0.11% active; P63000;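 active = GTP binding at least 20 percentage points away from the 100% baseline, in either direction, so actives lie on both sides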
Bcl-XL Bim block: inhibitors of Bim-Bcl-XL interaction, human; Bim peptide-Bcl-XL binding, bead flow cytometry, fluorescence; inhibition, % at 10 µM; 190,000 tested, 0.04% active
Target sequence (Q07817 whole entry, looked up): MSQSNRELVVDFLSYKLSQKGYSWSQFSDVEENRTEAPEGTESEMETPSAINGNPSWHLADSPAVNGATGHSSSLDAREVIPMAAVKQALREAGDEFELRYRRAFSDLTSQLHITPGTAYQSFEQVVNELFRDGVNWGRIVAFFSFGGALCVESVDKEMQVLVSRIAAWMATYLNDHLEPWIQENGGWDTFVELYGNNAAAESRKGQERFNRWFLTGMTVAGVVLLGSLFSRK
* = called active by the depositor. Rule as the data show it, unless noted: active = inhibition above about 40%.

mol,HRas wt GTP,Cdc42 wt GTP,Bfl-1 Bim block,Rab7 wt modul,Bcl-B Bim block,Bcl-2 Bim block,Rab2A wt mod,Bim-Bcl-W,Rac1 wt modul,Rac1 act GTP bind,Bcl-XL Bim block
CC1=C/C(=N\NC(=O)c2ccccc2)CC1,99,100,-1,100,-2,-1,98,-2,101,102,-6
c1ccc(-c2nc(NCc3cccnc3)c3ccccc3n2)cc1,97,97,-2,96,0,-4,98,-3,96,96,-2
COc1ccc(-n2c(Cc3cccn3C)nnc2SCC(=O)Nc2nc(C)cs2)cc1,99,102,4,102,3,8,101,10,103,99,3
CCOC(=O)c1[nH]c(C)c(C(=O)Nc2cc(OC)ccc2OC)c1C,95,97,-10,93,-8,-8,95,0,95,96,-6
CCCc1cc(=O)oc2c(CN3CCOCC3)c(O)ccc12,97,97,0,95,0,1,96,1,99,95,3
COc1ccc(NC(=O)c2ccc(Br)o2)cc1,103,104,3,99,0,-2,105,-3,108,97,-1
COc1ccc(CC(=O)N2CC(=O)N(CCc3ccccc3)C(=O)C2)cc1,108,108,0,102,0,-1,111,-2,106,105,-2
Cc1ccc(C(=O)NNC(=O)CSc2n[nH]c(-c3cccnc3)n2)cc1,99,101,0,98,-6,0,99,-5,99,96,-1
O=C(CN1CCCCCC1)N1c2ccccc2Sc2ccc(C(F)(F)F)cc21,97,98,-4,96,-3,2,94,-4,101,99,-5
Cc1ccc(N(CCC(=O)O)S(=O)(=O)c2ccccc2)cc1,98,97,0,102,-2,-4,96,-1,101,97,-5
Cc1cc(Cl)ccc1NC(=S)NCc1ccccc1Cl,102,105,-16,101,-11,-3,103,-5,105,103,-5
COC(=O)c1cccc(NC(=O)c2ccco2)c1,104,105,0,103,-1,0,103,1,107,102,-6
CCc1ccccc1Nc1cc(C(=O)NCc2ccccn2)c2ccccc2n1,96,98,-1,102,0,3,98,3,97,96,2
O=C(Nc1nc(-c2ccccc2)cs1)C1CCCCN1S(=O)(=O)c1ccc(Cl)cc1 (stereo not given),102,101,-13,101,-7,-11,101,0,108,99,-5
CC(Oc1ccc(Br)cc1Br)C(=O)NC1CCCC1 (stereo not given),94,92,0,100,-1,-2,96,0,96,92,-2
CCOC(=O)C1=C(O)/C(=C\c2ccc(CNC(=O)C(=O)Nc3ccc(C)c(C)c3)o2)N=C1C,101,102,-14,105,-8,-5,101,-1,103,96,-7
COC(=O)Cn1cc(C(=O)OC)cc(Br)c1=O,101,101,-13,97,-3,0,100,1,101,100,-1
CCn1cc(C(=O)NCc2ccc3c(c2)OCO3)c(=O)c2cc(S(=O)(=O)N3CCOCC3)ccc21,101,102,0,107,0,-4,105,3,104,98,4
CCOc1cc(C2NC(=O)N(C)C(C)=C2C(=O)OC)cc(Br)c1O (stereo not given),93,90,-15,93,-14,-13,92,-4,87,89,-13
O=P(O)(c1ccccc1)c1ccccc1O,100,103,2,97,3,0,98,3,100,99,-1

Next section:
Below each compound: HRas wt GTP | Cdc42 wt GTP | Bfl-1 Bim block | Rab7 wt modul | Bcl-B Bim block | Bcl-2 Bim block | Rab2A wt mod | Bim-Bcl-W | Rac1 wt modul | Rac1 act GTP bind | Bcl-XL Bim block
O=C(Nc1nnc(-c2ccc(Cl)s2)o1)C1CC1
  96 | 96 | -2 | 102 | -1 | -1 | 97 | -3 | 96 | 92 | -3
COc1ccc(/C=C2\SC(=O)N(CCn3cnnn3)C2=O)cc1
  93 | 91 | -2 | 93 | 2 | 1 | 94 | 1 | 93 | 90 | 0
CC1=NN(C(=O)CSCc2ccccc2)C(O)(c2ccc(F)cc2)C1 (stereo not given)
  95 | 96 | -3 | 95 | -4 | -3 | 100 | 0 | 97 | 95 | -3
Fc1ccc(F)c(NC(=S)NCCc2ccccc2)c1
  96 | 98 | -1 | 95 | -2 | 0 | 96 | 3 | 94 | 96 | 3
N/C(=N\OC(=O)CCCOc1ccccc1)c1ccncc1
  96 | 96 | -4 | 97 | -4 | 0 | 95 | 2 | 98 | 94 | 0
CCc1cc2c(=O)c(-c3nc(C)cs3)c(CCCC(=O)O)oc2cc1O
  98 | 95 | -2 | 98 | -1 | 0 | 95 | 1 | 97 | 96 | -1
CC(C)c1ccc(C(C(=O)NC2CCCCC2)N(C(=O)c2ccccn2)c2cccnc2)cc1 (stereo not given)
  95 | 97 | -6 | 92 | -5 | -6 | 96 | -10 | 96 | 96 | -11
CC(C)(C)NCC(O)(c1ccc(Cl)cc1)c1ccc(Cl)cc1
  96 | 96 | -5 | 96 | -7 | -3 | 95 | 0 | 100 | 97 | -1
O=C(Nc1ccccc1-c1nnc(SCc2ccccc2Cl)o1)c1ccccc1
  95 | 95 | -1 | 96 | -2 | -3 | 95 | -3 | 94 | 93 | -6
O=S(=O)(NCCC1=CCCCC1)c1cccc(S(=O)(=O)N2CCOCC2)c1
  99 | 99 | -15 | 97 | -6 | -3 | 96 | -2 | 100 | 96 | -6
COc1ccc(CNC(=O)C2CSCCS2)cc1 (stereo not given)
  100 | 105 | -8 | 100 | -10 | -8 | 100 | -5 | 105 | 97 | -10
Cc1oc2c(c1C(=O)c1ccccc1)C(=O)C(=O)c1ccccc1-2
  99 | 95 | 2 | 100 | -2 | 3 | 97 | 0 | 97 | 95 | 0
Cc1cccc(OCC(=O)NNC(=O)CCc2ccccc2)c1
  100 | 99 | -1 | 105 | 0 | 0 | 102 | 1 | 102 | 96 | 1
C=CCn1c(SCC(=O)N2CCN(C(=O)c3ccco3)CC2)nc2sc(CC)cc2c1=O
  103 | 98 | -5 | 105 | -6 | -3 | 99 | 4 | 105 | 95 | 10
O=C(COc1ccc2ccccc2c1)N1CCN(C(=O)c2cccnc2)CC1
  104 | 104 | 0 | 105 | -2 | -2 | 104 | -3 | 104 | 100 | 0

Structural class, the entries above with bromine (4)
Below each compound: HRas wt GTP | Cdc42 wt GTP | Bfl-1 Bim block | Rab7 wt modul | Bcl-B Bim block | Bcl-2 Bim block | Rab2A wt mod | Bim-Bcl-W | Rac1 wt modul | Rac1 act GTP bind | Bcl-XL Bim block
COc1ccc(NC(=O)c2ccc(Br)o2)cc1
  103 | 104 | 3 | 99 | 0 | -2 | 105 | -3 | 108 | 97 | -1
CC(Oc1ccc(Br)cc1Br)C(=O)NC1CCCC1 (stereo not given)
  94 | 92 | 0 | 100 | -1 | -2 | 96 | 0 | 96 | 92 | -2
COC(=O)Cn1cc(C(=O)OC)cc(Br)c1=O
  101 | 101 | -13 | 97 | -3 | 0 | 100 | 1 | 101 | 100 | -1
CCOc1cc(C2NC(=O)N(C)C(C)=C2C(=O)OC)cc(Br)c1O (stereo not given)
  93 | 90 | -15 | 93 | -14 | -13 | 92 | -4 | 87 | 89 | -13

Next records:
Below each compound: HRas wt GTP | Cdc42 wt GTP | Bfl-1 Bim block | Rab7 wt modul | Bcl-B Bim block | Bcl-2 Bim block | Rab2A wt mod | Bim-Bcl-W | Rac1 wt modul | Rac1 act GTP bind | Bcl-XL Bim block
CCOC(=O)C1=C(C)Nc2ccc(C)cc2S1
  99 | 99 | -6 | 102 | -11 | -9 | 99 | -5 | 101 | 100 | -12
Cc1cc(NC(=O)CCCSc2nc(-c3ccco3)cc(C(F)(F)F)n2)n(-c2ccccc2)n1
  97 | 94 | 0 | 97 | -4 | 1 | 98 | -6 | 98 | 97 | -6
O=C(NC(=S)NCCCN1CCOCC1)c1ccc(Br)cc1
  98 | 95 | -6 | 108 | -4 | -1 | 98 | -3 | 102 | 97 | -4
Nc1nc(CN2CCN(Cc3ccc4c(c3)OCO4)CC2)nc(Nc2ccccc2)n1
  100 | 103 | -1 | 98 | -2 | -1 | 102 | 0 | 104 | 99 | 15
N#CN=C1CCCCCN1CC(N)=O
  101 | 102 | -1 | 104 | 0 | -2 | 101 | 0 | 102 | 100 | 0
Cc1ccc(-n2c(=O)c3sccc3n(CC(=O)NC3CCCCC3)c2=O)cc1
  100 | 97 | -5 | 99 | -3 | 0 | 97 | -2 | 103 | 98 | 0
Cc1cc(C)cc(NS(=O)(=O)c2ccc3[nH]c(=O)[nH]c3c2)c1
  98 | 99 | -3 | 93 | -7 | -6 | 97 | 2 | 95 | 95 | -1
CC(C)CNC(=O)c1cc(-c2ccco2)on1
  91 | 93 | 7 | 89 | 3 | 4 | 92 | 8 | 90 | 93 | 6
CS(=O)(=O)N1CCN(c2ccc(NC(=O)C(c3ccccc3)c3ccccc3)cc2)CC1
  92 | 95 | 4 | 94 | -3 | 11 | 96 | -1 | 95 | 94 | -1
Cc1onc(-c2ccccc2)c1C(=O)NNC(=S)NC(=O)c1ccc(Cl)cc1Cl
  94 | 94 | -6 | 96 | -4 | -4 | 92 | -5 | 94 | 95 | -7

Of the compounds above, these have a COOH group.
Below each compound: HRas wt GTP | Cdc42 wt GTP | Bfl-1 Bim block | Rab7 wt modul | Bcl-B Bim block | Bcl-2 Bim block | Rab2A wt mod | Bim-Bcl-W | Rac1 wt modul | Rac1 act GTP bind | Bcl-XL Bim block
Cc1ccc(N(CCC(=O)O)S(=O)(=O)c2ccccc2)cc1
  98 | 97 | 0 | 102 | -2 | -4 | 96 | -1 | 101 | 97 | -5
CCc1cc2c(=O)c(-c3nc(C)cs3)c(CCCC(=O)O)oc2cc1O
  98 | 95 | -2 | 98 | -1 | 0 | 95 | 1 | 97 | 96 | -1

Screens from PubChem BioAssay.
